High-throughput results (PubChem BioAssay)
D1 ag: agonists of human D1 dopamine receptor; P21728; HEK293 T-REx D1 cells, calcium flux, agonist mode; AID 504660; actives 1% (n = 360,000); activation, % at 2 µM; further: 0% is about no effect
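Tetracycline-induced HEK293 TREx D1 cells, force-coupled to calcium signalling, were dye-loaded with a no-wash calcium kit. Compound was pin-added after a 10 s baseline. Fluorescence was read kinetically at 1 cycle/s for 180 s, with calcium rises flagged as agonism.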
D1 antag: antagonists of human D1 dopamine receptor | P21728 | HEK293 TREx D1 cells, calcium flux, dopamine EC80; active compounds read low | activity change, negative = inhibition, % at 10 µM | actives 3.2% (n = 360,000) | AID 504652; in the data active means activity change below about -30%; further: on the % scale 0 is the no-effect control and ±100 the full control effect
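Allosteric or orthosteric antagonism assessed as attenuation of the calcium response to EC80 dopamine, added 180 s after compound, in induced HEK293 Trex D1 cells loaded with no-wash calcium dye.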
D2 potentiator: positive allosteric modulators of human D2 dopamine receptor | HEK293 T-REx D2, calcium flux, EC20 dopamine potentiation | AID 485347 | P14416 | actives 0.34% (n = 340,000) | potentiation, % at 10 µM;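 active means potentiation over 3 SD above the plate norm, cut at about 30% in these data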; further: 0% is about no effect
Target sequence (P14416 whole entry, looked up): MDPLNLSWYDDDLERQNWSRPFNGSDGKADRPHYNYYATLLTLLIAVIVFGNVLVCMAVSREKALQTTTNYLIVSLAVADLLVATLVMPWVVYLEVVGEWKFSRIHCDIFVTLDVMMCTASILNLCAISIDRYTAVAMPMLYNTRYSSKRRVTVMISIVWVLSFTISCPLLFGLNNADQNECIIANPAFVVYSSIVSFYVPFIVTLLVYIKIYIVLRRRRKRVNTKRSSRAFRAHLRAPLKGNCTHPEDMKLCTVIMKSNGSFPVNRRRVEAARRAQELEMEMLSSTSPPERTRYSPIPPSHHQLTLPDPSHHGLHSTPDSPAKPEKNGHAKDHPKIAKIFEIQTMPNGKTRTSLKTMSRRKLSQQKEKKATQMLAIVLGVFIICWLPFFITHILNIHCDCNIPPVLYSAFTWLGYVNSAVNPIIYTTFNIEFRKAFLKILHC
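Primary screen. Calcium kinetics in induced HEK293 T-REx D2 cells: compound pre-addition 180 s, EC20 dopamine, 180 s more.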
D1 PAM: human D1 dopamine receptor positive modulation | P21728 | HEK293 TREx D1 cells, calcium flux, dopamine EC20 potentiation | potentiation, % at 10 µM | actives 0.036% (n = 360,000); in the data active means potentiation above about 30%; further: 0% is about no effect
TRHR PAM: allosterically enhances the human TRH receptor. enhancement, % at 2 µM. P34981. TRHR cells, fluo-8 calcium fluorescence, EC20 TRH enhancement. actives 0.66% (n = 360,000); in the data active means enhancement above about 30%; further: 0% is about no effect
Target sequence (P34981 whole entry, looked up): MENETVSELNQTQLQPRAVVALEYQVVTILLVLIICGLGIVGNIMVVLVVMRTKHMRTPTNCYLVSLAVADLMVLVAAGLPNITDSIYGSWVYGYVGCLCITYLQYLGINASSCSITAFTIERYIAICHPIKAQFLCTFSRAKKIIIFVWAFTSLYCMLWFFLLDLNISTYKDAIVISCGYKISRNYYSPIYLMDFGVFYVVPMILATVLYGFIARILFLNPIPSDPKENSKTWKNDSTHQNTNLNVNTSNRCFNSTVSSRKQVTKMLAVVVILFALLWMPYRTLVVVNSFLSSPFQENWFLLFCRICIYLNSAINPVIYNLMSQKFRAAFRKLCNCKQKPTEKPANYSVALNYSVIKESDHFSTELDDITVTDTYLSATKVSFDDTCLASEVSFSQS
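Enhancer read-out: after compound pinning and an initial kinetic agonist-mode read, an EC20 of TRH (10 nM final) was injected and fluo-8 calcium signal (Ex 480/Em 530) followed at 1 s/cycle for 100 cycles in TRHR-expressing cells.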
D2 antag: antagonists of human D2 dopamine receptor; P14416; HEK293 TREx D2 cells, calcium flux, dopamine EC80; inhibition, % at 10 µM; actives 2% (n = 340,000); AID 485344; in the data active means inhibition above about 30%; further: 0% is about no effect
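Cells plated overnight at 30 C with tetracycline; no-wash calcium dye, 30–90 min RT; 10 s baseline; compound pinned; 180 s read; EC80 dopamine added; another 180 s read.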
RXFP1 antag: RXFP1 (human) relaxin receptor antagonism. Q9HBX9. HEK293-RXFP1, relaxin-stimulated cAMP HTRF, 30 min; active compounds read low. activity change, negative = inhibition, % at 57.5 µM. actives 0.59% (n = 350,000);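 active means activity change of -60% or lower, but not beyond a set lower limit; inconclusive means change between -60% and -40%, or beyond the set limit; inactive means change above -40%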; further: on the % scale 0 is the no-effect control and ±100 the full control effect
TRHR agonist: activates the human TRH receptor; P34981; actives 0.18% (n = 360,000); activation, % at 2 µM; TRHR cells, calcium flux fluo-8, FDSS agonist mode; AID 493084; further: 0% is about no effect
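TRHR-expressing cells loaded with fluo-8 calcium dye; 23 nL library compound pin-transferred, kinetic FDSS fluorescence (Ex 480/Em 530) recorded about 180 s for agonist-induced calcium release, before a 10 nM TRH EC20 addition for potentiator mode.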
D2 agonist: D2 dopamine receptor (human) agonism; AID 485358; actives 0.53% (n = 340,000); HEK293 T-REx D2 cells, calcium flux agonist mode; P14416; activation, % at 2 µM;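 active means activation over 3 SD above normal in the single-dose calcium agonist read, cut at about 30% in these data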; further: 0% is about no effect
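Agonism is scored from calcium flux in a force-coupled, inducible HEK293 cell line expressing D2, read kinetically for 180 s after compound addition against dopamine controls.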
Starred values were filed as active, the others as inactive; ? = inconclusive; nt = no result given; & = joins results of further samples. Unless noted, no stated cut-off is given here; in the data, active means activation above about 30%; inactive means the rest.

Every second line gives: D1 ag	D1 antag	D2 potentiator	D1 PAM	TRHR PAM	D2 antag	RXFP1 antag	TRHR agonist	D2 agonist
Cc1noc(C)c1COc1ccc(C(=O)N2CCN(c3ccccc3F)CC2)cc1
→ 2	12	-7	0	9	nt	-12	-0.1	nt
CNC(=O)CC1C(=O)N(Cc2ccccc2)C(=S)N1NC(=O)c1cccc(F)c1 (stereo not drawn)
→ 10	6	-6	1	-4	-1	nt	0.4	0.8
N#CC1(NC(=O)CSc2nnc(-c3ccccc3F)n2N)CCCCC1
→ 0	-4	2	-8	10	-1	-21	0.1	0.8
O=C(CNC(=S)NC(=O)c1ccc(Br)o1)c1ccccc1
→ 2	7	-4	-4	-2	-17	0	0.2	0.2
CC(=O)c1c(C)[nH]c(C(=O)CSc2ccc(F)cc2)c1C
→ 11	-22	nt	0	2	nt	-7	-0.4	nt
Cc1ccc(C)c(NC(=O)CCS(=O)(=O)c2cccc3nsnc23)c1
→ 1	8	27	-1	0	nt	nt	-0.7	nt
O=C(CSC(=S)N1CCCC1)NCC(=O)Nc1ccc(F)c(F)c1
→ 3	-1	-2	-5	-1	-1	3	1.6	0.7
COC(=O)CNS(=O)(=O)c1ccc(C)cc1
→ 1	3	-2	-2	15	5	0	0.1	0.1
O=C(CSCC(=O)NC1CC1)Nc1ccccc1
→ 2	6	5	-2	-3	-8	11	0.3	-0.3
Cc1ccc(C(C)C)c(OCC(=O)N2CCC(c3nc4ccccc4o3)CC2)c1
→ 19	-5	1	0	-11	nt	-98*	3.8	-0.6
CC(=O)Nc1ccc(S(=O)(=O)Nc2ccc(S(=O)(=O)N3CCCC3)cc2)cc1
→ -2	13	15	-10	2	6	-17	0.1	0.1
CCCNC(=O)c1cc2nc(-c3ccccc3)cc(C(F)(F)F)n2n1
→ 4	-5	1	-2	6	19	-20	-0.6	-0.9
O=C(Nc1ccc(F)cc1)c1ccc(COc2ccccc2)cc1
→ 5	3	-1	3	-8	0	-6	0.5	0.7
CC(C)CCNc1nc2c(c(=O)[nH]c(=O)n2C)n1CC(O)COC(C)C (stereo not drawn)
→ 1	-18	8	-2	1	-20	-13	-0.7	-1.7
COc1cc(CN(C(=O)Nc2cccc(Cl)c2)c2ccccn2)cc(OC)c1OC
→ 1	-9	5	0	10	nt	nt	0.3	-1.6
CC(C(=O)NC1CCCC1)N1C(=O)c2cccc3cccc1c23 (stereo not drawn)
→ 1	-21	1	-3	-2	-5	13	-0.6	-1.3
Cc1ccc(C)c(CN2C(=O)c3ccccc3S(=O)c3ccc(C(=O)N4CCCCC4)cc32)c1 (stereo not drawn)
→ 1	8	12	2	-4	nt	nt	0.2	nt
CC(=O)Nc1ccc(S(=O)(=O)NCc2csc(-c3cccnc3)n2)cc1
→ 3	3	nt	-1	-5	-7	10	0.5	0.7
Cc1cc(C(=O)NNS(=O)(=O)c2cccc(Cl)c2)nn1C(C)(C)C
→ 1	22	20	-1	3	1	-2	-0.2	0.7
CCOC(=O)C1=C(CN2CCCCCC2)NC(=O)NC1c1cccc([N+](=O)[O-])c1 (stereo not drawn)
→ 21	6	-20	3	10	-1	1	-1.0	-0.4
Nc1nc(Nc2ccccc2F)nc(NC2CCCCC2)c1[N+](=O)[O-]
→ 7	30	6	1	6	19	-23	0.6	0.9
O=c1c2c(nc3cc(-c4ccccc4)[nH]n13)CCC2
→ 1	-3	-4	-2	-5	-19	-6	0.9	-0.1
Cc1ccc(CNC(=O)CN2CCC(C(N)=O)CC2)cc1
→ 7	-5	3	-12	17	3	13	-0.4	0.4
COC(=O)c1cc2c(cc1NC(=O)CSCCc1ccccn1)OCO2
→ 0	3	-12	-7	-4	-6	-23	0.5	-0.3
CCOC(=O)c1[nH]c2c(c1Cc1ccccc1)C(=O)CC(c1ccc(Cl)cc1)C2 (stereo not drawn)
→ 5	-7	0	-4	-7	nt	-39	2.2	0.9
CCOC(=O)c1cc(-c2cccc([N+](=O)[O-])c2)nc2[nH]c(=O)[nH]c(=O)c12
→ 3	-4	-5	4	1	8	-3	-0.9	-0.8
Cc1ccc(NC2=CC(c3ccccc3F)N(c3ccc(C)cc3)C2=O)cc1 (stereo not drawn)
→ -1	-9	8	-3	-4	nt	?	0.4	-0.1
CCOc1ccc(NC(=O)c2cc(-c3ccc(C)c(F)c3)on2)c([N+](=O)[O-])c1
→ -1	-4	5	-2	-3	nt	5	-0.1	0.6
O=C(c1nc2nc(-c3ccc(Cl)cc3)cc(C(F)(F)F)n2n1)N1CCOCC1
→ 2	-16	-13	-2	6	19	-14	0.2	0.6
COc1ccc(CCNc2nc(-c3cccnc3)cs2)cc1OC
→ 4	-5	-5	-4	5	-15	-2	-0.3	0.5

Structures listed so far that contain a Cl atom, in the order listed:
Every second line gives: D1 ag	D1 antag	D2 potentiator	D1 PAM	TRHR PAM	D2 antag	RXFP1 antag	TRHR agonist	D2 agonist
COc1cc(CN(C(=O)Nc2cccc(Cl)c2)c2ccccn2)cc(OC)c1OC
→ 1	-9	5	0	10	nt	nt	0.3	-1.6
Cc1cc(C(=O)NNS(=O)(=O)c2cccc(Cl)c2)nn1C(C)(C)C
→ 1	22	20	-1	3	1	-2	-0.2	0.7
CCOC(=O)c1[nH]c2c(c1Cc1ccccc1)C(=O)CC(c1ccc(Cl)cc1)C2 (stereo not drawn)
→ 5	-7	0	-4	-7	nt	-39	2.2	0.9
O=C(c1nc2nc(-c3ccc(Cl)cc3)cc(C(F)(F)F)n2n1)N1CCOCC1
→ 2	-16	-13	-2	6	19	-14	0.2	0.6

The list continues.
Every second line gives: D1 ag	D1 antag	D2 potentiator	D1 PAM	TRHR PAM	D2 antag	RXFP1 antag	TRHR agonist	D2 agonist
CN1Cc2sc(N)c(C#N)c2CC1(C)C
→ 10	-20	2	-2	0	-8	7	4.6	1.5
Cc1ccc(Cl)cc1NS(=O)(=O)c1ccc(-n2cccn2)cc1
→ 13	-30*	6	-10	0	10	-7	-0.3	1.3
Cc1cccc(NC(=O)CSc2nc3ccc(NC(=O)CCc4ccccc4)cc3s2)c1
→ 5	-7	4	-1	1	nt	nt	1.5	3.3
Cc1cc(NC(=O)Cn2nnc(-c3ccccc3N)n2)no1
→ 2	1	-2	0	-25	-4	12	1.5	0.4
CCN(CC)CCNC(=O)c1ccc2c(=O)n3nc(Nc4ccccc4OC)sc3nc2c1
→ 2	9	-4	-4	-2	nt	nt	0.2	0.1
C=CCn1cc(C(=O)NCc2cccnc2)c(=O)c2cc(S(=O)(=O)N(CC)CC)ccc21
→ 1	-1	-1	-3	-3	8	-15	-0.3	-1.0
CC1CCN(C(=O)c2[nH]cnc2C(=O)N(C)Cc2ccccc2)CC1
→ -2	nt	13	-5	3	-9	nt	0.2	0.5
CCn1nnnc1NCc1ccc(Cl)cc1
→ 1	1	14	-1	4	47*	-13	-0.3	0.6
COCCCNC(=O)c1ccc(C)c(-n2c(C)nc3cccnc32)c1
→ -1	-23	-3	2	1	nt	-3	0.0	-0.2
O=C(O)Cc1coc2cc3c(cc12)CCC3
→ 2	-9	-3	-10	-2	4	-10	-0.1	4.5
Cc1ccc(NS(=O)(=O)c2ccc(NC(=O)c3cccs3)cc2)c(C)c1
→ 13	1	-7	-7	-2	2	14	1.2	-2.5
N#Cc1nc(-c2ccco2)oc1NCCCN1CCOCC1
→ 2	-6	5	-2	2	-14	-2	1.2	0.1
CCc1ccccc1N(CC)C(=O)C(=O)Nc1ccc2nc3n(c(=O)c2c1)CCCCC3
→ -1	-4	2	-1	1	nt	-9	-0.3	0.5
Cc1c(C)c2ccc(OCC(=O)N3CCN(C(=O)C4COc5ccccc5O4)CC3)cc2oc1=O (stereo not drawn)
→ 3	-2	-5	9	-5	0	-14	-0.3	-3.0
Cc1ccc(S(=O)(=O)N(CC(=O)N/N=C/c2ccco2)Cc2ccccc2)cc1
→ 0	-3	-5	1	3	-18	-15	-0.3	-0.1
Cc1ccc(C2=NN(CC(=O)NCCN(CC(C)C)CC(C)C)C(=O)CC2)cc1
→ 0&-6	3&-4	4&12	3&0	9&-8	-7	-4&0	-0.1&-1.2	-0.5&18
CCc1c(C)nc2ncnn2c1Nc1ccccc1C
→ 4	-7	19	-1	9	2	-8	-0.1	-1.3
CN1CCN(c2nc3ccccc3nc2C(C#N)S(=O)(=O)c2ccccc2)CC1 (stereo not drawn)
→ 2	-5	14	11	2	-10	-1	0.4	1.1
CCOC(=O)CC(=O)CSc1nc(N)c(C#N)c(-c2ccc(Cl)cc2)c1C#N
→ 5	-6	-6	-3	3	0	2	2.0	-0.1
COc1ccccc1-n1nnnc1SCC(=O)N(C)C1CCS(=O)(=O)C1 (stereo not drawn)
→ 1	-38*	1	0	1	8	4	0.5	0.4
O=C(Nc1ccc(Cl)c(Cl)c1)N1CCOCC1
→ 17	-4	4	-7	15	-23	-6	-1.4	-1.7
CCN(Cc1ccccc1)c1ccc(N=Nc2nn(C)c(C)c2[N+](=O)[O-])cc1
→ 2	-10	-5	-6	-6	14	-16	-1.0	-1.5
CCOC(=O)CN1C(=O)N[C@@H](c2ccc(Br)cc2)C(C(=O)OC)=C1C
→ 1	-8	17	1	-4	27	nt	-0.4	0.0
O=[N+]([O-])c1ccc(Nc2nc(Cl)nc(NCCO)n2)cc1
→ -4	-3	10	-5	-2	7	2	0.8	-0.1
O=C1NC(=O)/C(=C\c2ccc(Oc3ccc([N+](=O)[O-])cn3)cc2)S1
→ 0	-17	-6	-7	-2	-3	nt	-0.6	-0.6
CCOC(=O)Cc1csc(/N=C/c2c(O)n(-c3ccc(C)c(C)c3)c(=O)c3ccccc23)n1
→ 3	-19	8	-5	-5	-14	-3	-0.5	-0.2

Ordered by the number under TRHR agonist (low to high): some entries from above.
| SMILES | D1 ag | D1 antag | D2 potentiator | D1 PAM | TRHR PAM | D2 antag | RXFP1 antag | TRHR agonist |
| --- | --- | --- | --- | --- | --- | --- | --- | --- |
| CCOC(=O)CN1C(=O)N[C@@H](c2ccc(Br)cc2)C(C(=O)OC)=C1C | 1 | -8 | 17 | 1 | -4 | 27 | nt | -0.4 |
| C=CCn1cc(C(=O)NCc2cccnc2)c(=O)c2cc(S(=O)(=O)N(CC)CC)ccc21 | 1 | -1 | -1 | -3 | -3 | 8 | -15 | -0.3 |
| CCc1c(C)nc2ncnn2c1Nc1ccccc1C | 4 | -7 | 19 | -1 | 9 | 2 | -8 | -0.1 |
| CN1CCN(c2nc3ccccc3nc2C(C#N)S(=O)(=O)c2ccccc2)CC1 (stereo not drawn) | 2 | -5 | 14 | 11 | 2 | -10 | -1 | 0.4 |
| Cc1cccc(NC(=O)CSc2nc3ccc(NC(=O)CCc4ccccc4)cc3s2)c1 | 5 | -7 | 4 | -1 | 1 | nt | nt | 1.5 |
